ATXN viability: cell viability loss in ATXN counter-screen; hit rate 0.49% among 400,000; S2 cells (HEK-293 line with an ATXN2-luciferase reporter) viability, CellTiter-Fluor protease fluorescence, 24 h; Potency, µM (top dose mostly 56.7 µM), actives largely listed as cytotoxic; also: potency is read from the fitted curve at half-maximal effect; nearly all actives have a fitted effect of over 40% in size
A549 tox: A549 cytotoxicity, counter-screen for Nrf2 inhibitors; A549 ARE-Fluc cells, CellTiter-Fluor viability, 18-24 h; Potency, µM (doses to about 46 µM), for the others: at the top dose activity change, negative = cytotoxicity, actives largely listed as inhibitors; hit rate 0.16% among 390,000; AID 504648; also: potency is read from the fitted curve at half-maximal effect; % is scaled to controls: 0 for no effect and ±100 for the full control effect
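A549 ARE_Fluc cells in 5% FBS OPTI-MEM were exposed to compounds in concentration-response for 18-24 h at 37 deg C. Viability was read by CellTiter-Fluor fluorescence (Ex 405/Em 525) after 30 min, before the luciferase read.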
Nrf2 activator: activates Nrf2 signaling; hit rate 0.31% among 410,000; AREc32 ARE-luciferase reporter (MCF7-derived line), luminescence, 24 h; Potency, µM (titrated, usually from 46.1 µM), inactives show at the top dose activation, usual class: activators; AID 624171; also: potency is read from the fitted curve at half-maximal effect; % of control where 0% means no effect; nearly all actives have a fitted effect of over 65% in size
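Steps: seed AREc32_Fluc cells (1000/well, 5% FBS OPTI-MEM); incubate overnight at 37 deg C; add 23 nL compound; incubate 24 hr; add Steady-Glo; hold 30 min RT; read luminescence.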
TGFb SMAD3 inh: inhibitors of TGF-b signaling; HepG2 CAGA-GFP TGF-b/SMAD3 reporter, GFP fluorescence, 18 h; TGF-beta stimulated, 500 pg/mL final; Potency, µM (series often up to 46.1 µM), inactives show at the highest dose activity, negative = inhibition, hits mostly inhibitors; hit rate 1.2% among 410,000; AID 588855; also: potency is read from the fitted curve at half-maximal effect; % is scaled to controls: 0 for no effect and ±100 for the full control effect; nearly all actives have a fitted effect of over 65% in size
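TGF-beta reporter screen: HEPG2 CAGA-GFP, 1% FBS, 500 pg/mL TGF-beta final, 18 h; per-cell GFP summed per well; curves fitted and categorized by class.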
IL1B secr inh: inhibitors of inflammasome signaling (IL-1 beta secretion) | AID 743279 | hit rate 4.7% among 360,000 | activity change, % at 57.5 µM | THP-1 LPS/ATP IL-1B secretion, AlphaLISA, 16 h; active compounds read low; in the data active = activity change below about -50%; inconclusive = mostly about -30% to -49%; also: % is scaled to controls: 0 for no effect and ±100 for the full control effect
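THP-1 cells pretreated 1 hr with compounds (up to 57.5 uM final), then stimulated with LPS (250 ng/mL final) plus ATP (1.25 mM final); secreted IL-1B measured by AlphaLISA after 16 hr, decreased signal indicating inhibition.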
MCF10A rereplic: DNA re-replication induction in MCF 10a cells; MCF 10A DNA re-replication, Hoechst nuclear intensity, 48 h; AID 624296; hit rate 2.9% among 350,000; Potency, µM (titrated, usually from 46.1 µM), for the others: at the top dose activity, positive = re-replication, most hits filed as activators; also: potency is read from the fitted curve at half-maximal effect; % of control where 0% means no effect; nearly all actives have a fitted effect of over 50% in size
Nrf2 block: blocks Nrf2 signaling; AID 504444; hit rate 2.1% among 360,000; A549 ARE-Fluc reporter, luciferase luminescence, 18-24 h; Potency, µM (titrated, usually from 46 µM), inactives show top-dose activity change, negative = inhibition, hits mostly inhibitors; also: potency is read from the fitted curve at half-maximal effect; % is scaled to controls: 0 for no effect and ±100 for the full control effect; nearly all actives have a fitted effect of over 60% in size
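Nrf2 activity is the BugLite luminescence, read 15 min after reagent at room temperature, following CellTiter-Fluor cytotoxicity readout (30 min, 37C). Compound titrations were applied for 18-24 h to 5000 A549 ARE_Fluc cells/well in 5% FBS OPTI-MEM.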
HepG2 tox: kills HepG2 cells in TGF-b inhibitor counter-screen | HepG2 CAGA-GFP viability, ATP luminescence, 18 h | Potency, µM (top dose mostly 46.1 µM), for the others: at the top dose activity change, negative = cytotoxicity, actives largely listed as cytotoxic | hit rate 0.76% among 410,000 | AID 588856; also: potency is read from the fitted curve at half-maximal effect; some results filed as inactive show a strong effect at the top dose
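HepG2 CAGA-GFP cells (1000/well, DMEM with 1% FBS) received compound, then TGF-beta at 500 pg/mL final, and were incubated 18 hours at 37 degrees C. Viability was read by CellTiter-Glo luminescence. Media-only wells were set as complete cell-killing and DMSO as no toxicity.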
ATXN2 expr inh: ATXN2 expression inhibition | Potency, µM (titrated, usually from 57 µM), without a hit: at the highest dose activity change, negative = inhibition, hits mostly inhibitors | hit rate 0.72% among 360,000 | HEK-293 ATXN2-luciferase reporter, luminescence, 24 h; also: potency is read from the fitted curve at half-maximal effect; % is scaled to controls: 0 for no effect and ±100 for the full control effect; nearly all actives have a fitted effect of over 55% in size
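qHTS (up to 57 uM final) was run with 24 h compound exposure of reporter cells at 37 °C. Each well was multiplexed: SteadyGlo luminescence measured ATXN2-luciferase expression after a fluorogenic Gly-Phe-AFC viability readout (25 uM final).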
Starred values were filed as active, the others as inactive; i = inactive; ? = inconclusive; nt = not tested or not shown; [ ] = another dose, or the depositor's remark. Unless noted, calls follow the shape of the dose curve; as a rule, active = well fitted curve in the direction sought with a large enough effect; inconclusive = small, poorly fitted or top-dose-only effect, or another doubt; inactive = no such curve, though single readings can be large; an effect the other way counts as inactive or inconclusive.

SMILES | ATXN viability | A549 tox | Nrf2 activator | TGFb SMAD3 inh | IL1B secr inh | MCF10A rereplic | Nrf2 block | HepG2 tox | ATXN2 expr inh
COc1ccc(C)cc1S(=O)(=O)N1CCC2(CC1)OCCN2S(=O)(=O)c1ccccc1 | i | -2% | -0.1% | 8% | 10 | 3% | -10% | -1% | 2%
COc1ccc(OC)c(C(C[N+](=O)[O-])c2c(C)cc3ccccn23)c1 (stereo not given) | ? | 1% | ? | -4% | 0 | ? | ? | -21% | ?
O=C(COc1ccccc1Cl)Nc1ccccc1C(=O)NC1CC1 | i | 8% | -0.1% | 13% | -11 | 9% | 6% | 0% | -4%
Cc1ccc(OCC(=O)N2CCc3ccccc32)c([N+](=O)[O-])n1 | i | 10% | 0.3% | -3% | 2 | 3% | ? | -12% | 6%
Cc1ccc(NC(=O)c2ccc3c(c2)NC(=O)c2ccccc2S3)cc1 | ? | ? | 4.4% | -1% | nt | nt | 16µM* | -36% | -39%
COc1ccc(NC(=O)NC2(C(=O)N3CCN(C)CC3)CCCCC2)cc1 | i | 4% | -0.4% | 17% | 20 | 9% | ? | 0% | -4%
O=C(CSc1nc(-c2ccco2)cc(C(F)(F)F)n1)N1CCc2ccccc2C1 | i | -3% | ? | ? | 5 | 1% | ? | -3% | 0%
O=C(COC(=O)CNS(=O)(=O)/C=C/c1ccccc1)NC1CCS(=O)(=O)C1 (stereo not given) | i | -3% | 0.1% | 8% | 64 | -2% | 14% | -5% | -1%
C[C@H](CO)N1C[C@H](C)[C@@H](CN(C)S(=O)(=O)c2ccc(F)cc2)Oc2ccc(NC(=O)CCN3CCOCC3)cc2C1=O | i | -1% | 0.3% | -1% | 4 | 74% | 12% | 4% | 0%
O=C(NC(=S)NC(CO)Cc1ccccc1)c1ccc(F)cc1 (stereo not given) | i | -4% | 3.2% | -14% | -19 | 19% | 11% | -21% | 8%
CCOc1ccc(NC(=O)NC2CC(=O)N(c3ccc(OC)cc3)C2)cc1 (stereo not given) | i | -7% | 0.4% | -4% | -21 | 1% | 2% | -56% | 3%
CCOC(=O)c1c(-c2ccc(C)cc2)csc1NC(=O)CCN1CCOCC1 | i | 20% | 19% | -30% | -13 | ? | -15% | -42% | -16%
Cc1ccccc1-c1cc(C(=O)Nc2sc(C(=O)OC(C)C)c(C)c2C#N)c2ccccc2n1 | ? | 7.3µM* | 2.1% | 3.5µM* | -27 | ? | 2.6µM* | -35% | ?
Cc1ccc(C)c(OCCC(=O)OCC(=O)NCc2ccc(F)cc2)c1 | i | 1% | 0.1% | 15% | 9 | -2% | 2% | 2% | 18%
NC(=O)C(Cc1ccccc1)NC(=O)C12CC3CC(CC(C3)C1)C2 (stereo not given) | i | -2% | -0.9% | ? | 13 | 5% | 1% | 17% | -4%

3 compounds from above, arranged by the value under IL1B secr inh, falling.
Compound,IL1B secr inh
C[C@H](CO)N1C[C@H](C)[C@@H](CN(C)S(=O)(=O)c2ccc(F)cc2)Oc2ccc(NC(=O)CCN3CCOCC3)cc2C1=O,4
CCOC(=O)c1c(-c2ccc(C)cc2)csc1NC(=O)CCN1CCOCC1,-13
CCOc1ccc(NC(=O)NC2CC(=O)N(c3ccc(OC)cc3)C2)cc1 (stereo not given),-21

The listing continues.
SMILES | ATXN viability | A549 tox | Nrf2 activator | TGFb SMAD3 inh | IL1B secr inh | MCF10A rereplic | Nrf2 block | HepG2 tox | ATXN2 expr inh
O=C(CN1C(=O)NC2(CCc3ccccc32)C1=O)Nc1ccc(N2CCOCC2)cc1 (stereo not given) | i | -7% | -0.4% | -5% | -3 | -183%[0.0737 µM] | 0% | -8% | 1%
CC(=O)Nc1ccc(CN2CCCC(C(=O)c3ccc(C(F)(F)F)cc3)C2)cc1 (stereo not given) | i | -1% | -0.1% | -11% | -22 | -11% | 9% | -31% | -25%
CCC(=O)N1CCc2cc(Br)cc(S(=O)(=O)CCC(=O)N3CCN(c4cccc(C(F)(F)F)c4)CC3)c21 | i | -20% | -0.1% | -24% | nt | nt | -10%[9.27 µM] | -13% | -2%
Cn1/c(=N/N=C/c2ccc(N3CCOCC3)cc2)sc2ccccc21 | i | 1% | 2.6% | 5% | 10 | 4% | ? | -6% | 17%
O=C(NC(=S)NC1CCS(=O)(=O)C1)c1ccccc1Br (stereo not given) | i | -2% | 0.0% | 12% | 9 | -2% | 4% | 23% | 7%
N#Cc1ccc(S(=O)(=O)N2CCN(CC(=O)Nc3ccccc3C(=O)NC3CC3)CC2)cc1 | i | 6% | -1.5% | 0% | -15 | 17% | 8% | -1% | 10%
Cc1ccc(S(=O)(=O)C(CNC(=O)C(=O)NCCc2ccccc2)c2ccco2)cc1 (stereo not given) | nt | 6% | 1.1% | -33% | nt | nt | nt | -13% | nt
COc1ccc(CCNC(=O)c2ccc3c(c2)CCN3S(C)(=O)=O)cc1OC | i | 9% | -0.1% | -28% | nt | nt | 7% | -35% | -8%
COc1ccc(/C=N/NC(=O)c2cccnc2)cc1CN1CCOCC1 | i | -7% | 2.7% | 21% | 49 | 1% | 0% | 1% | 3%
Cc1ccc(-c2nc(NC(=O)CSc3ncnc4sc5c(c34)CCC(C)C5)ns2)cc1 (stereo not given) | nt | 4% | 0.9% | -5% | nt | nt | 7% | 1% | nt
COc1ccc(/C=C/C(=O)Nc2cccc(S(=O)(=O)NC3=NCCCCC3)c2)cc1 | i | 10% | 3.9% | 1% | 0 | 4% | -12% | -14% | nt
Cc1c(N/C(=N/S(=O)(=O)c2cc([N+](=O)[O-])ccc2Cl)c2ccccc2)c(=O)n(-c2ccccc2)n1C | i | -9% | -0.3% | 4% | 0 | -7% | -16% | -10% | -29%
CCOc1ccc(N(CC(=O)N2CCN(c3ccc(F)cc3)CC2)S(=O)(=O)c2c(C)noc2C)cc1 | i | -1% | -0.1% | -13% | -24 | -1% | ? | 3% | -2%
C[C@H](CO)N1C[C@H](C)[C@@H](CN(C)Cc2ccccc2)Oc2c(NC(=O)C3CCCCC3)cccc2C1=O | 20µM* | -21% | 4.2% | ? | -72* | 16% | ? | -10% | ?
CC[C@]1(C(=O)OC)[C@H]2C(=O)N(C)C(=O)[C@H]2[C@H]2CN(C)C(=NC3CCCCC3)N21 | i | -1% | -1.0% | -21% | -2 | 2% | -5% | 5% | 10%
O=C(C1=C[C@H](c2csc3ccccc23)C[C@H](OCc2ccc(CO)cc2)O1)N1CCN(Cc2ccccc2)CC1 | ? | -9% | -0.1% | ? | ? | ? | ? | 0% | ?
Cc1ccc2c(c1)-c1cc(C)nn1C(c1cc(Br)ccc1O)N2 (stereo not given) | i | -2% | 7.8% | ? | nt | nt | 29% | -66% | -1%
COc1ccc(N2CCN(C(=O)C(=O)c3cn(CC(=O)N4CCCC4)c4ccccc34)CC2)cc1 | ? | nt | -0.8% | -6% | 26 | nt | nt | -3% | nt
O=C(Nc1nccs1)c1cc(-c2ccco2)nc2ccccc12 | i | -3% | ? | -10% | 8 | -2% | 5% | -20% | 3%
COc1ccc(/C=N/NC(=O)CC(=O)NCc2cccnc2)cc1[N+](=O)[O-] | i | 0% | 0.6% | 12% | 14 | -1% | 11% | 25% | -5%
COc1ccc(/C(O)=C2\C(=O)C(=O)N(c3cc(C)on3)C2c2ccc(OC)c(OC)c2)cc1OC (stereo not given) | ? | -7% | 0.2% | 12% | 3 | ? | -8% | -2% | 4%
O=S(=O)(/C=C/c1ccccc1)N1CCN(c2nc(-c3ccccc3)nc3ccccc23)CC1 | i | 0% | 4.9% | 15% | -2 | 6% | -19% | 2% | -5%
Cc1ccc(CN2C(=O)CCC2C(=O)N2CCN(c3ccccc3)CC2)cc1 (stereo not given) | nt | 0% | 0.4% | -26% | 11 | 1% | -11% | -12% | nt
CCN(CC(=O)NCc1ccc(F)cc1)C(=O)CCNS(=O)(=O)c1cccc(C)c1 | i | -1% | -0.9% | -6% | -15 | 1% | 0% | -55% | -2%
COc1cccc(-c2cc(C(=O)NCCCN3CCOCC3)no2)c1 | i | -4% | 7.9% | 0% | 4 | 5% | ? | -2% | 1%
Nn1c(SCC(=O)Nc2ccc(F)cc2)nnc1-c1cccnc1 | i | -1% | -0.3% | -4% | 31 | 1% | 7% | 0% | -9%
O=S(=O)(NCCc1ccccc1)c1cccc(S(=O)(=O)N2CCOCC2)c1 | i | 0% | -0.6% | 8% | 21 | 1% | -4% | -3% | -11%
O=C(Nc1ccc(C(F)(F)F)cc1)N1CCN(C(=O)c2ccco2)CC1 | i | 3% | 0.2% | 1% | 0 | 0% | ? | 7% | 0%
CC1CCN(C(=O)CSc2nc(=O)n3cc(Cl)ccc3n2)CC1 | i | 2% | 0.5% | 1% | -12 | 14% | 4% | -1% | 5%
CCCCCC1CC1C(=O)N/N=C/c1ccc(N(C)C)cc1 (stereo not given) | i | 4% | -0.8% | 0% | 7 | 13% | 12% | -4% | 4%

TGFb SMAD3 inh, what is marked active above
Compound,TGFb SMAD3 inh,IL1B secr inh
Cc1ccccc1-c1cc(C(=O)Nc2sc(C(=O)OC(C)C)c(C)c2C#N)c2ccccc2n1,3.5µM*,-27

(continued)
SMILES | ATXN viability | A549 tox | Nrf2 activator | TGFb SMAD3 inh | IL1B secr inh | MCF10A rereplic | Nrf2 block | HepG2 tox | ATXN2 expr inh
CCOc1ccc(CCNC(=O)C2Cc3ccccc3N2C(=O)CC)cc1 (stereo not given) | i | 4% | -0.2% | -1% | nt | nt | nt | 0% | -6%
O=c1cc(Cl)c2ccccc2n1-c1ccccc1 | i | -1% | 6.6% | -13% | -13 | 3% | -27% | -2% | -25%
CCC(C)NC(=O)COC(=O)c1oc2ccccc2c1CSc1ccc(Cl)cc1 (stereo not given) | ? | 15% | -0.8% | -16% | 16 | -1% | -5% | -8% | nt
COc1ccc(OC)c(NC(=O)c2cc3c(cc2Cl)N2CCCCCC2=NS3(=O)=O)c1 | i | 4% | 2.6% | 14% | 15 | 4% | ? | -12% | 6%

Screening data as filed in PubChem BioAssay.

An unsorted share of the library; any-hit rate near 8.8%.
